RXFP1 ag – agonists of human relaxin receptor RXFP1; Q9HBX9; HEK293T-RXFP1 cAMP TR-FRET, 30 min; response scale: percent of porcine relaxin response, buffer zero; Potency, µM (titrated, usually from 57.5 µM), for the others: at the highest dose activation, actives largely listed as activators; 370,000 compounds, 0.3% hits; further: potency means the concentration at half of the fitted maximal effect; on the % scale 0 is the no-effect control and ±100 the full control effect; nearly all actives have a fitted effect of over 60% in size; many of its hits are not listed in these tables
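HEK293 cells stably expressing RXFP1, treated 30 min at 37C with compounds plus PDE4 inhibitor Ro 20174; cAMP measured by HTRF TR-FRET. Normalized to buffer and 29 nM porcine relaxin; EC50 by Hill fit.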
D1 ag – agonists of human D1 dopamine receptor | 360,000 compounds, 1% hits | P21728 | activation, % at 2 µM | HEK293 T-REx D1 cells, calcium flux, agonist mode | AID 504660; in the data active means activation above about 30%; further: 0% is about no effect
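Tetracycline-induced HEK293 TREx D1 cells, force-coupled to calcium signalling, were dye-loaded with a no-wash calcium kit. Compound was pin-added after a 10 s baseline. Fluorescence was read kinetically at 1 cycle/s for 180 s, with calcium rises flagged as agonism.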
Vif-A3G inh – Vif-A3G binding inhibition; Potency, µM (series often up to 46.1 µM), for the others: top-dose activity, negative = active, actives largely listed as inhibitors; AID 602310; Q9HC16; HeLa A3G-eYFP + Vif (tagged APOBEC3G with the HIV-1 protein that degrades it), YFP fluorescence, overnight; 410,000 compounds, 0.076% hits;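 further: potency means the concentration at half of the fitted maximal effect; on the % scale 0 is the no-effect control and ±100 the full control effect; nearly all actives have a fitted effect of over 60% in size; hits raise eYFP signal because A3G escapes Vif-driven loss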
Target sequence (Q9HC16 whole entry, looked up): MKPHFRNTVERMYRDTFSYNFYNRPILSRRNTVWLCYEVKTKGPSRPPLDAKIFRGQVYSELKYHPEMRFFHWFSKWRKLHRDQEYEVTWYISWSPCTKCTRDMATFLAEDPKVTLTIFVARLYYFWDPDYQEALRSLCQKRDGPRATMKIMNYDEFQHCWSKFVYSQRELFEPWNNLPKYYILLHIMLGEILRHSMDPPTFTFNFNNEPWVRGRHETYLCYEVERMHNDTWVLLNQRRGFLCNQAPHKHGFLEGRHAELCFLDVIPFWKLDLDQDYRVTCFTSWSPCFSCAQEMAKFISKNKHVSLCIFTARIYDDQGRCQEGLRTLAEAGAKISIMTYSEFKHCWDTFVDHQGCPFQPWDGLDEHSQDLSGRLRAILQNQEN
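HeLa cells stably expressing Vif and C-terminally eYFP-tagged A3G, seeded overnight at 37 deg C, then exposed to compound by pintool overnight at 37 deg C. Rise in yellow fluorescence (Ex 488/Em 500-530, Acumen) marks blocked Vif-driven A3G degradation.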
Vif-APOBEC3F blk – blocks the Vif interaction with APOBEC3F; HeLa A3F-eYFP + Vif (tagged APOBEC3F with the HIV-1 protein that degrades it), YFP fluorescence increase; Potency, µM (highest dose often 46.1 µM), inactives show top-dose activity, negative = active; 390,000 compounds, 0.2% hits; further: potency means the concentration at half of the fitted maximal effect; % of control where 0% means no effect; nearly all actives have a fitted effect of over 65% in size
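HeLa cells stably expressing A3F-eYFP plus Vif, plated and incubated overnight at 37 deg C, then exposed to compounds overnight at 37 deg C. Blocked degradation read as raised yellow fluorescence (Ex 488/Em 500-530).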
RXFP1 antagonist – RXFP1 (human) relaxin receptor antagonism | Q9HBX9 | HEK293-RXFP1, relaxin-stimulated cAMP HTRF, 30 min; stronger effect = lower value | activity change, negative = inhibition, % at 57.5 µM | 350,000 compounds, 0.59% hits;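 active means activity change of -60% or lower, but not beyond a set lower limit; inconclusive means change between -60% and -40%, or beyond the set limit; inactive means change above -40%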; further: on the % scale 0 is the no-effect control and ±100 the full control effect
D1 PAM – enhances dopamine response at the human D1 receptor; P21728; HEK293 TREx D1 cells, calcium flux, dopamine EC20 potentiation; potentiation, % at 10 µM; 360,000 compounds, 0.036% hits; in the data active means potentiation above about 30%; further: 0% is about no effect
D2 PAM – positively modulates the human D2 dopamine receptor allosterically; potentiation, % at 10 µM; HEK293 T-REx D2, calcium flux, EC20 dopamine potentiation; P14416; 340,000 compounds, 0.34% hits;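 active means potentiation over 3 SD above the plate norm, cut at about 30% in these data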; further: 0% is about no effect
Target sequence (P14416 whole entry, looked up): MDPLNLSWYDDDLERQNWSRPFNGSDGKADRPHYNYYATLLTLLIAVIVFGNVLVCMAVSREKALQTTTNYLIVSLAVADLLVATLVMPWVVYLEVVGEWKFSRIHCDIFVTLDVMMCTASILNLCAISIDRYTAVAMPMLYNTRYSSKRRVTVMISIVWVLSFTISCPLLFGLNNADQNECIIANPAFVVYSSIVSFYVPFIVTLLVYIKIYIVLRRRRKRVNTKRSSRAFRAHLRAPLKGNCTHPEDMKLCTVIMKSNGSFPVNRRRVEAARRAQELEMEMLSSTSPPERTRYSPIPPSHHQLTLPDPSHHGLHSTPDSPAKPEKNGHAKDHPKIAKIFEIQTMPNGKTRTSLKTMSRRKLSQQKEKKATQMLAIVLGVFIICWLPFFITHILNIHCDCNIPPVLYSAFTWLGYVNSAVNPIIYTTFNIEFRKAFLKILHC
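Tetracycline-induced Hek293 Trex D2 cells, force-coupled to calcium, loaded with no-wash calcium dye. Compound added with 180 s kinetic read for agonism, then EC20 dopamine and a further 180 s read for potentiation.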
GRP78 ERSR act – induces the endoplasmic reticulum stress response in human glioma cells; AID 602332; 420,000 compounds, 0.02% hits; U87-MG GRP78 promoter luciferase reporter, 16 h; Potency, µM, for inactives: at the highest dose activation, most hits filed as activators; further: potency means the concentration at half of the fitted maximal effect; series mostly up to about 76 µM; % of control where 0% means no effect; nearly all actives have a fitted effect of over 35% in size
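Stably transfected U87-MG glioma cells carrying a GRP78-based luciferase sensor; 16 h compound incubation. Luminescence end-point read 10 min after Bright-Glo addition at room temperature.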
D1 antagonist – antagonists of human D1 dopamine receptor; P21728; HEK293 TREx D1 cells, calcium flux, dopamine EC80; stronger effect = lower value; activity change, negative = inhibition, % at 10 µM; 360,000 compounds, 3.2% hits; AID 504652; in the data active means activity change below about -30%; further: on the % scale 0 is the no-effect control and ±100 the full control effect
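Kinetic fluorescence of a calcium dye serves as the read-out. D1-expressing Hek293 Trex cells, induced overnight at 30 C, are exposed to compound for 180 s before an EC80 dopamine addition, then read 180 s further.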
The depositor's hits bear a star; ? = inconclusive; . = no result given. Unless noted, the call rests on the fitted dose curve; in most records, active means well fitted curve in the direction sought with a large enough effect; inconclusive means small, poorly fitted or top-dose-only effect, or another doubt; inactive means no such curve, though single readings can be large; an effect the other way counts as inactive or inconclusive. The list is partial. The share of hits here may be higher or lower than overall.

SMILES | RXFP1 ag | D1 ag | Vif-A3G inh | Vif-APOBEC3F blk | RXFP1 antagonist | D1 PAM | D2 PAM | GRP78 ERSR act | D1 antagonist
CCOC(=O)c1cnc2ccccc2c1Nc1ccc(C(=O)O)cc1 | 7.3% | -1 | -8% | 16% | 7 | -3 | -2 | -5% | 2
CC(C)Oc1ccc(N2C(=O)c3ccccc3C2=O)cc1 | 1.8% | 1 | 6% | 4% | 4 | -2 | 7 | -3% | -16
COc1cc(C2C(N3C(=O)c4ccccc4C3=O)C(=O)N2c2cccc(C)c2)cc(OC)c1OC (centres undefined) | -2.2% | 10 | . | . | . | 1 | 1 | . | -5
C#CCOc1c(/C=C\c2nc(O)c([N+](=O)[O-])c(=O)[nH]2)cc(Br)cc1OC | 0.8% | 1 | 2% | 12% | 5 | 0 | 3 | -4% | 5
CCOC(=O)c1cnc(SCC(=O)Nc2ccc(NC(=O)CC)c(OC)c2)nc1N | 0.9% | 0 | 0% | 2% | 0 | -4 | 9 | 0% | 13
CCCC(=O)Nc1ccc2c(c1)nc(CCN1CCN(c3ccccn3)CC1)n2C | 1.9% | 3 | -5% | 7% | 5 | -4 | -22 | -3% | 0
CN1C(=O)N(CC(=O)N2CCN(S(=O)(=O)c3ccc(Cl)s3)CC2)C(=O)C12CCCCC2 | -0.8% | 0 | -6% | 11% | 3 | 2 | -7 | -2% | -6
Cc1cc(C)cc(NC(=O)COC(=O)COc2cccc3c2OC(C)(C)C3)c1 | -0.9% | 1 | 1% | 5% | -7 | 1 | 0 | 1% | -3
COc1ccc(C(C)=O)cc1CN1C(=O)NC2(CCCC2)C1=O | 1.0% | 5 | -4% | -2% | 0 | -3 | 0 | -1% | 0
CN(C)c1ccc2c(c1)OC(N)=C(C#N)C2c1cccc(F)c1 (centres undefined) | 4.1% | 75* | ? | 22µM* | 23 | -4 | 1 | -7% | -20
CCCOc1cccc(CN2CCCCC2c2cccnc2)c1 (centres undefined) | 0.9% | 4 | -1% | -24% | 2 | -4 | -3 | -2% | 0
COc1ccc(OC)c(S(=O)(=O)N2CCC3(CC2)OCCN3S(=O)(=O)c2ccccc2)c1 | 0.0% | 7 | 1% | 7% | -5 | -3 | -8 | -4% | 1
Cc1nnc(Nc2ccc(O)cc2)[nH]c1=O | 0.4% | 2 | 10% | -16% | 11 | 5 | 2 | -2% | 6
COc1cccc(C2c3cc4c(cc3OC(N3CCCC3)C2C)OCO4)c1O (centres undefined) | . | . | ? | -19% | -2 | . | . | -5% | .
CCN(c1ccccc1)S(=O)(=O)c1cc(C(=O)OCC(=O)c2c(N)n(C)c(=O)n(C)c2=O)ccc1C | . | . | 3% | -4% | 4 | . | . | -5% | .
Cc1cn(CCC(=O)Nc2ccc(N3CCOCC3)cc2)c2ccccc12 | -1.0% | 6 | 1% | 2% | 1 | -2 | -12 | 11% | -25
CCN1C=C(Cc2ccccc2C)C2=C(C1)C(c1ccccc1C)C(C#N)=C(N)O2 (centres undefined) | -0.4% | 2 | -24% | 8% | -7 | -7 | 0 | -7% | -5
COc1ccc(/C=C/C(=O)OCC(=O)NC2CC2)c(OC)c1 | . | . | 1% | 2% | 2 | . | . | 2% | .
Cc1ccc(NC(=O)C(=O)NCCc2c[nH]c3ccccc23)c(C)c1 | -0.8% | 30* | 0% | 0% | -8 | 2 | 6 | -2% | 5
C[C@@H]1CN([C@@H](C)CO)C(=O)CCCn2nncc2CO[C@@H]1CN(C)S(=O)(=O)c1ccc(-n2cccn2)cc1 | . | . | 0% | -3% | -11 | . | . | -3% | .
CCC(=O)N1N=C(c2ccc(C)o2)CC1c1ccc(N(C)C)cc1 (centres undefined) | -0.2% | 3 | 0% | 1% | -2 | -2 | 5 | 5% | -4
Cc1cc(C)n2nc(S(=O)(=O)N(C)Cc3ccccc3)nc2n1 | 1.9% | -2 | 0% | 3% | -2 | 3 | 7 | -2% | -3
O=C(NCCc1ccccc1F)C1CCC(=O)N(Cc2ccccc2F)C1 (centres undefined) | 0.6% | 0 | -1% | 5% | -12 | -7 | -6 | 10% | -15
O=C(COc1coc(CN2CCN(c3ccccc3)CC2)cc1=O)Nc1ccc(F)cc1 | -0.7% | 2 | 0% | -18% | -12 | 1 | 12 | -5% | 9
CC(C)CNC(=O)c1ccccc1SCC(=O)NC12CC3CC(CC(C3)C1)C2 | -0.3% | 1 | -2% | 10% | -9 | 3 | -4 | -1% | 6
CC1CCCN(C(=O)COC(=O)CSc2ccc(C(N)=O)cc2[N+](=O)[O-])C1 (centres undefined) | -1.2% | 1 | 2% | 2% | -1 | -11 | 7 | 0% | -4
CC(=O)c1ccc(NC(=O)c2cn(-c3ccccc3)nc2-c2ccncc2)cc1 | 5.9% | -2 | 1% | -2% | 3 | 0 | 35* | -2% | 8
Cc1ccccc1NC(=O)Nc1nnc(Cc2ccc([N+](=O)[O-])cc2)s1 | 1.2% | 5 | -1% | 3% | 1 | -3 | 17 | -5% | 21
O=C(CCCC(=O)OCC(=O)c1cccs1)Nc1ccc(F)cc1 | 0.2% | 3 | 1% | 0% | -9 | 2 | -6 | -2% | -2
Cc1ccc(Nc2c(-c3c[nH]c4ccccc34)nc3cc(C)ccn23)cc1 | 12% | 20 | -22% | ? | -20 | 1 | 19 | 3% | -8
COc1ccc2nc(NC(=O)CN3C(=O)NC4(CCCCC4)C3=O)sc2c1 | -3.1% | 3 | 0% | -5% | -1 | 7 | 7 | 1% | -19
CCOc1ccc(OCc2ccc(C(=O)NCc3cccnc3)o2)cc1 | 1.7% | 4 | 0% | -4% | -8 | -4 | -11 | -4% | -11
CCSc1nc(C)c(CCOc2cccc(C)c2)c(=O)[nH]1 | 1.6% | 2 | -4% | -7% | -4 | -3 | . | 12% | 6
CCOC(=O)Cc1cc(=O)[nH]n(-c2ccccc2)c1=O | . | . | 1% | -27% | -4 | . | . | -2% | .
CC(=O)Nc1ccc(S(=O)(=O)NCc2ccc(C(=O)NCCCN3CCC(C)CC3)cc2)cc1 | -1.1% | 4 | -1% | -8% | 2 | -4 | -12 | -2% | -8
COC(=O)CSc1nnc(-c2ccco2)o1 | 0.5% | 2 | 0% | 5% | 3 | -3 | -2 | -2% | -1
CC(=O)Nc1sc2c(c1C#N)CC(C)(C)NC2(C)C | 1.2% | 3 | -4% | -6% | -2 | -5 | 1 | -4% | -15
CCc1ccc(/C=C2/SC(=S)N(CCCC(=O)Nc3ccccc3C(=O)O)C2=O)cc1 | 1.3% | 0 | -8% | 2% | -4 | -1 | 1 | -10% | -32*
CCCc1cc(C(=O)Nc2ccc(F)c(Cl)c2)no1 | 1.6% | 5 | -1% | -5% | -2 | -5 | -21 | 4% | -10
Cc1cccc(NC(=O)CSCC(=O)Nc2cccc(S(=O)(=O)N3CCCCCC3)c2)c1 | 1.2% | 0 | 0% | 5% | -5 | -6 | 0 | -4% | -26
CCCCCCCCCCCCCCCC(=O)OCC1OC(n2ccc(N)nc2=O)C(O)C1O (centres undefined) | . | . | 0% | -27% | 4 | . | . | -3% | .
CCOC(=O)N1CCN(c2ccc(O)cc2)CC1 | 0.2% | 4 | 3% | 0% | -11 | -2 | 0 | -3% | 2
O=C(C1CC=CCC1)N1CCN(S(=O)(=O)c2ccc(F)cc2)CC1 (centres undefined) | -0.6% | 2 | -1% | -6% | -5 | 0 | 21 | -6% | 1
CCOC(=O)c1ccc(-c2ccc(C=O)o2)cc1 | 5.6% | 1 | -1% | 7% | -3 | -3 | -4 | -7% | -14
C=CCn1c(Cc2cccs2)nnc1SCC(=O)Nc1ccc(OC)cc1 | 1.1% | 1 | -4% | 0% | -4 | -1 | . | -3% | -25
CC1(C)CC(=O)C(C=Nc2cccnc2)=C(O)C1 | 1.1% | 2 | 0% | 0% | -3 | 7 | -5 | -1% | -12
CCCc1nc2ccccc2c(C(=O)OCC(=O)Nc2ccc(S(=O)(=O)N3CCOCC3)cc2)c1CC | -1.6% | 5 | 1% | 2% | -13 | -2 | -15 | 0% | .
O=C(Cc1ccccc1F)NNC(=O)c1cccs1 | . | . | -4% | -10% | -3 | . | . | 2% | .
O=C(CCn1cnc2ccccc2c1=O)Nc1ccc(Cl)c(Cl)c1 | 1.5% | -2 | 0% | 13% | -9 | -2 | 7 | 0% | -4
O=C(CN1CCN(c2ccccn2)CC1)Nc1cccc(S(=O)(=O)N2CCOCC2)c1 | -0.6% | 3 | -2% | -4% | -11 | -3 | -15 | -2% | 11
